High-throughput results from PubChem BioAssay.
mIAP block: blocks mouse intestinal alkaline phosphatase; purified mouse IAP, CDP-Star luminescence, 30 min; inhibition, % at 10 µM; 0.2% of 330,000 active;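 active means inhibition of at least 40% at 10 µM in the primary screen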;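 further: plate controls were DMSO with enzyme for no effect and no enzyme wells for full effect; values of inactives mirror those of a sister screen read the other way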
APOBEC3G inh: APOBEC3G (human) deaminase inhibition. Q9HC16. recombinant A3G, ssDNA deamination FAM/TAMRA fluorescence. inhibition, % at 20 µM. 0.28% of 330,000 active. AID 493012;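 active means inhibition of at least 40% at 20 µM, with no more than 30% in the related APOBEC3A deaminase screen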;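 further: plate controls were DMSO wells with A3G for no effect and wells lacking A3G enzyme for full effect; some compounds called inactive have numbers as strong as hits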
SENP1 FRET inh: SENP1 (human) catalytic domain inhibition; 0.21% of 360,000 active; recombinant SENP1 catalytic domain, CyPet-SUMO1-YPet FRET cleavage; inhibition, % at 10 µM;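 active means inhibition at least 30% at 10 µM, raw YFP signal under a set limit, fluorescence ratio 0.5 to 1.5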;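 further: 0% = enzyme with DMSO and 100% = no enzyme wells; some results filed as inactive read as strong as hits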
Target sequence (Q9P0U3 419-644 limits assumed): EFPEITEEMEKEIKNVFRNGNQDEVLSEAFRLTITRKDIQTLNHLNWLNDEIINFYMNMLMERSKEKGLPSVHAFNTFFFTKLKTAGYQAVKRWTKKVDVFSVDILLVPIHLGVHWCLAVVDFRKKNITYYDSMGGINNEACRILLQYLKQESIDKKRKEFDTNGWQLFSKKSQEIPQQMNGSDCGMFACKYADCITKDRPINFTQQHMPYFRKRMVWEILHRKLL
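Material – human SENP1 catalytic domain · Input – SENP1 enzyme, 20 pM final · Compound dosing – single concentration of 10 µM compound, 0.5% DMSO final · Timing – enzyme reaction for 50 min at room temperature, dark · Measured by – FRET fluorescence in CFP and YFP emission channels · Control set – no-enzyme wells low, DMSO-plus-enzyme wells high control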
MIN6 prolif: induces beta-cell replication in MIN6 cells; MIN6 cells proliferation, ATPlite luminescence, 48 h; cells starved in 0.2% serum; 100% = growth in 10% serum; proliferation, % at 10 µM; 0.29% of 330,000 active; AID 2380;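 active means compounds whose signal lies at least 3.5 SD above the mean of all wells on their plate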;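 further: 0% = DMSO-treated cells in low-serum medium and 100% = 10% serum control; some compounds called inactive have numbers as strong as hits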
hIAP inh: blocks human intestinal alkaline phosphatase | AID 2544 | purified IAP, CDP-Star luminescence, 30 min | P09923 | 0.12% of 330,000 active | inhibition, % at 10 µM;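 active means inhibition reaching a set limit with compound at 10 µM in the primary screen, cut at about 35% in these data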;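 further: plate controls were DMSO wells with enzyme for no effect and no-enzyme buffer wells for full effect; values of inactives mirror those of a sister screen read the other way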
Target sequence (P09923 whole entry, looked up): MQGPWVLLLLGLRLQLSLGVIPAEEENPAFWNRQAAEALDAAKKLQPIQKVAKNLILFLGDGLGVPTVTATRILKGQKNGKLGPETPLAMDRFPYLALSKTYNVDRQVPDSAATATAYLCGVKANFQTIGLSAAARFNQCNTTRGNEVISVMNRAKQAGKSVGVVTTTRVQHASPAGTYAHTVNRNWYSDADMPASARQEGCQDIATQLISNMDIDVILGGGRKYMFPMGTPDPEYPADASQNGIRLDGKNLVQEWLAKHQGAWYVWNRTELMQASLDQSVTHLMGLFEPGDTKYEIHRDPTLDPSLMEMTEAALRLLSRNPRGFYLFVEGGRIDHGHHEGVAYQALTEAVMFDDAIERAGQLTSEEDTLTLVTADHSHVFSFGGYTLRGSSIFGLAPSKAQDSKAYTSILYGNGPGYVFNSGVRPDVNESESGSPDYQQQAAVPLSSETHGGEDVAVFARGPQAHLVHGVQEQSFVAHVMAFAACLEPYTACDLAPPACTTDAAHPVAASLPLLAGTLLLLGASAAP
NLRP3 yeast inh: inhibitors of NALP3 inflammasome in yeast. Yeast reconstituted NLRP3/ASC/caspase-1, beta-gal luminescence, 24 h. inhibition, % at 10 µM. 0.39% of 330,000 active;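 active means inhibition of 50% or more; inactive means inhibition below 50%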;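 further: plate controls were induced DMSO wells for no effect and uninduced yeast grown without galactose for full effect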
mIAP act: mouse IAP activation; muIAP, CDP-Star luminescence, 30 min; active compounds read high; 1 = vehicle-only enzyme signal, 0 = enzyme-free wells; activation factor at 10 µM; 0.24% of 330,000 active; AID 2805;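 active means activation factor of at least 2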; further: the source names both 10 and 20 µM as test concentration; values of inactives mirror those of a sister screen read the other way
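Assay system: mouse IAP enzyme / Compound: DMSO-dissolved test compounds / Timing: 30 min, room temperature / Measured by: luminescence from enzymatic CDP-Star hydrolysis / Control set: DMSO-only wells, enzyme-free buffer wells as negative control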
hIAP act: human IAP activation; P09923; purified human IAP, CDP-Star luminescence, 30 min; active compounds read high; 1 = vehicle-only enzyme, 0 = enzyme-free background; activation factor at 10 µM; 0.16% of 330,000 active; AID 2524;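 active means activation factor of the enzyme at least 2-fold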; further: the source names both 10 and 20 µM as test concentration; values of inactives mirror those of a sister screen read the other way
A3A deaminase: blocks human APOBEC3A ssDNA deamination | P31941 | recombinant A3A, FAM/TAMRA ssDNA deamination fluorescence | inhibition, % at 20 µM | 0.41% of 330,000 active | AID 493011;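 active means at least 40% inhibition at 20 µM here, with at most 30% in a related deaminase screen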;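 further: plate controls were A3A with DMSO for no effect and wells lacking A3A enzyme for full effect; some results filed as inactive read as strong as hits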
Target sequence (P31941 whole entry, looked up): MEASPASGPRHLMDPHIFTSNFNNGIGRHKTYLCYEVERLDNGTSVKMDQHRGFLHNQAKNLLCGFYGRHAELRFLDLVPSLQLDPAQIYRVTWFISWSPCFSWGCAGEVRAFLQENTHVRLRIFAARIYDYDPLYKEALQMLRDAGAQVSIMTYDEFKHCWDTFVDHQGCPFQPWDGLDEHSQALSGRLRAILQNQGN
An asterisk follows results filed as active; & = joins results of further samples; ! = repeats disagree.

SMILES	mIAP block	APOBEC3G inh	SENP1 FRET inh	MIN6 prolif	hIAP inh	NLRP3 yeast inh	mIAP act	hIAP act	A3A deaminase
Cc1ccc(N(C(=O)c2snc(C(N)=O)c2N)C(C(=O)NCC2CCCO2)c2c[nH]c3ccccc23)cc1 (stereo not given)	-2.7	-14.8	-9.7	-0.8	8.0	7.2	1.03	0.92	-5.0
CCO[C@H]1OC(C(=O)N2CCN(Cc3ccc4c(c3)OCO4)CC2)=C[C@@H](C)[C@@H]1CCCO	-7.7	-8.5	1.1	-4.6	5.4	13.0	1.08	0.946	-3.4
COc1ccccc1CNC(=O)C1CC(c2cccc([N+](=O)[O-])c2)=NO1 (stereo not given)	-9.5	-5.4	1.6	-2.4	28.0	20.3	1.09	0.72	0.5
Cc1c(C(=O)N2CCN(C(c3ccccc3)c3ccccc3)CC2)oc2ccccc12	-1.6	-7.2	1.1	-7.7	-6.0	15.0	1.02	1.06	-0.1
CCn1c(COc2ccccc2)nnc1SCC(=O)CC(=O)Nc1ccccc1OC	2.7	-3.6	-3.0	-2.7	-3.3	17.8	0.973	1.03	-0.7
O=C(COC(=O)c1cncc(Br)c1)Nc1nnc(-c2ccccc2)o1	-2.2	4.0	-9.7	4.9	-52.6	7.5	1.02	1.53	13.7
CN(c1ncc(C(F)(F)F)cc1Cl)N1C(=O)C2ONC3(C(=O)CC(C)(C)CC3=O)C2C1=O (stereo not given)	4.4	-3.8	-0.2	2.6	19.1	13.5	0.956	0.809	-3.8
COc1cccc(CCc2nnc(CCC(=O)NC(C)c3c(C)nn(C)c3C)o2)c1 (stereo not given)	12.8	-5.8	-1.3	-3.1	-3.8	11.6	0.872	1.04	-3.0
C=CCNc1oc(-c2ccc(Cl)cc2)nc1C#N	-3.6	-8.5	0.5	-3.2	-57.6	-22.1	1.04	1.58	-5.4
COC(=O)c1[nH]c2cc(OC)ccc2c1NC(=O)CCN1CCSCC1	11.1	-8.2	1.1	-2.5	1.0	6.5	0.889	0.99	4.2
CC12c3ccccc3C(c3ccccc31)C1C(=O)N(c3ccncc3)C(=O)C12 (stereo not given)	-7.8	-8.8	-0.8	-2.8	10.1	6.6	1.08	0.899	-3.9
Cc1nsc(Nc2ccc([N+](=O)[O-])cc2)c1C#N	23.5	3.1	11.9	-0.8	31.5	26.2	0.765	0.685	6.4
CCn1cc(C(=O)N2CCN(C3CCCCC3)CC2)c2cc(OC)c(OC)cc2c1=O	-0.6	-5.9	-0.4	-0.3	-7.7	29.2	1.01	1.08	-5.7
CC1(C)Oc2ccc3ccc(=O)oc3c2/C(=C/O)C1=O	1.3	17.2	-14.5	-3.5	-20.6	5.5	0.987	1.21	-3.7
Cc1cc(/C=N/NC(=O)c2cccs2)c(C)n1-c1ccccc1	6.6	-6.2	0.4	-2.3	-0.2	9.0	0.934	1	-1.5
OCCC1CN(Cc2cccn2-c2ncccn2)CCN1Cc1ccc(F)cc1 (stereo not given)	-10.2	0.5	-8.5	-1.1	-16.9	-0.5	1.1	1.17	-3.0
O=C(O)c1ccc2c(=O)n(-c3ccc(F)c(Cl)c3)c(=S)[nH]c2c1	-2.5	-1.5	2.9	-0.4	-0.9	-4.2	1.02	1.01	-3.5
COCCNc1nnnc2c1sc1nc(N3CCOCC3)c3c(c12)CC(C)(C)OC3	-13.8	-3.2	-0.5	0.8	5.5	10.5	1.14	0.945	-11.4
CC(=O)Nc1ccc(S(=O)(=O)NCC(=O)OCC(=O)NC23CC4CC(CC(C4)C2)C3)cc1	-15.7	-2.8	-0.9	-4.7	-13.1	2.9	1.16	1.13	4.6
CN1CCc2cccc3c2[C@H]1Cc1ccc(O)c(O)c1-3	12.9&-7.5&-9.8	50.8*!	-10.0&-7.9&-5.5	-5.6&-8.2&-7.6	5.4&6.0&-16.9	51.5*!	0.871&1.07&1.1	0.946&0.94&1.17	-10.5&-9.1&-9.4
CN(C(=O)COC(=O)c1ccc(=O)n(Cc2ccccc2)n1)C1CCCCC1	-9.0	-4.3	1.9	0.0	5.0	9.0	1.09	0.95	-4.4
COc1ccccc1C(=O)Nc1ccnn1C1CCN(C2CCSCC2)CC1	-4.4	-4.1	-56.6	-2.7	18.8	-1.9	1.04	0.812	3.0
COc1ccc([C@@]2(C(C)C)ON(c3ccccc3C(F)(F)F)C2=O)cc1	11.4	-3.0	-0.1	-6.8	4.7	22.3	0.886	0.953	-2.8
CCCc1ccc(-c2c(C)sc(N)c2C#N)cc1	16.4	-2.2	1.1	-2.7	15.6	18.3	0.836	0.844	-1.9
Cc1cc(C#N)c(C)n1-c1cc(S(=O)(=O)N2CCOCC2)ccc1N1CCCC1	19.4	34.1	-0.6	0.0	13.9	6.6	0.806	0.861	-1.7
COC(=O)NCCOc1nc(N(C)C)nc(N(C)C)n1	-21.5	-8.5	-0.7	0.0	-6.3	16.8	1.22	1.06	-4.3
CCc1cc(C(=O)c2ccc(Br)cc2)c(NC(=O)CN(CC)CC)s1	14.3	-5.7	1.3	-5.2	-10.5	8.2	0.857	1.1	-6.2
O=C(NCCCN1CCOCC1)c1ccc(Sc2cccc(Cl)c2)c([N+](=O)[O-])c1	6.4	-4.9	3.5	0.0	13.4	4.3	0.936	0.866	-0.9
O=C(Nc1ccccc1F)Nc1cc(S(=O)(=O)N2CCOCC2)ccc1N1CCCC1	-51.4	-12.9	1.7	-1.7	-22.1	6.6	1.51	1.22	-1.9
CN(C)CCNC(=O)/C(=C/c1ccc(-c2ccc(Cl)cc2Cl)o1)NC(=O)c1ccccc1	11.1	-7.1	-17.3	-7.0	-3.3	7.1	0.889	1.03	2.7
Cc1ccc(C)c(N2CCN(C(=O)c3ccc4c(=O)n5c(nc4c3)CCCCC5)CC2)c1	7.0	-4.2	1.9	-6.0	2.2	0.6	0.93	0.978	-2.9
COc1cccc(-c2cc(C(=O)N3CCCc4ccccc43)no2)c1	-16.8	-1.6	-1.2	-3.6	-9.6	14.3	1.17	1.1	1.9
CCOC(=O)c1nnn(CC(=O)NC(=O)Nc2ccc(F)cc2)c1C(=O)OCC	-6.6	-2.5	0.8	-2.5	-29.1	-0.7	1.07	1.29	4.7
Cc1cc(NC(=O)c2ccc(C)c(C)c2)no1	8.7	-2.4	-0.5	-2.9	-16.7	25.7	0.913	1.17	-1.8
Cc1ccc(C(C)C)cc1OCC(=O)Nc1ccc(-n2cnnn2)cc1	-14.2	-7.9	-0.4	-2.6	-12.2	28.5	1.14	1.12	2.3
Cc1occc1C(=O)Nc1cccc(C(=O)O)c1	1.9	-3.9	0.2	-2.0	12.6	-8.7	0.981	0.874	3.2
O=C(CSc1nc2nn(-c3ccccc3)c(=O)c-2c2n1CCCCC2)Nc1cccc(F)c1	12.9	-7.9	0.3	-4.7	0.2	10.7	0.871	0.998	-6.5
COc1cccc(NC(=O)CN(C)C(C)C(=O)N2CCCC2)c1 (stereo not given)	1.8	-4.9	2.3	-2.0	3.5	4.1	0.982	0.965	-1.0
COc1ccc(OC)c(NC(=O)CSc2nnc(Cn3nnc4ccccc43)n2C)c1	3.0	0.0	3.5	-0.2	0.2	13.8	0.97	0.998	0.8
COc1ccc(C2COC(=O)C2=N)c(NC(=O)c2ccccc2)c1 (stereo not given)	1.6	2.0	-5.2	-1.4	0.2	0.2	0.984	0.998	0.2

Three structures out of the list, sorted by heavy-atom count, ascending:
SMILES	mIAP block	APOBEC3G inh	SENP1 FRET inh	MIN6 prolif	hIAP inh	NLRP3 yeast inh	mIAP act	hIAP act	A3A deaminase
COc1cccc(NC(=O)CN(C)C(C)C(=O)N2CCCC2)c1 (stereo not given)	1.8	-4.9	2.3	-2.0	3.5	4.1	0.982	0.965	-1.0
COc1ccc(OC)c(NC(=O)CSc2nnc(Cn3nnc4ccccc43)n2C)c1	3.0	0.0	3.5	-0.2	0.2	13.8	0.97	0.998	0.8
Cc1ccc(C)c(N2CCN(C(=O)c3ccc4c(=O)n5c(nc4c3)CCCCC5)CC2)c1	7.0	-4.2	1.9	-6.0	2.2	0.6	0.93	0.978	-2.9

Other results follow.
SMILES	mIAP block	APOBEC3G inh	SENP1 FRET inh	MIN6 prolif	hIAP inh	NLRP3 yeast inh	mIAP act	hIAP act	A3A deaminase
O=S(=O)(NC(=S)NC1CCCCC1)c1ccc(Cl)cc1	-3.1	-3.2	1.6	-1.4	8.6	25.6	1.03	0.914	-1.6
COc1cnc(-c2ccccn2)nc1Sc1cccc(Cl)c1	12.0	-2.0	2.0	-6.2	-32.9	33.1	0.88	1.33	-3.0
CC(C)(C)C(=O)Nc1ccc(-c2cn3cccnc3n2)cc1	6.5	-8.0	2.0	-4.9	-9.3	15.3	0.935	1.09	-2.5
CCc1nccn1S(=O)(=O)c1cccc([N+](=O)[O-])c1	2.9	-2.4	2.1	0.0	9.2	22.0	0.971	0.908	2.5
O=C(CSc1n[nH]c(-c2ccccc2)n1)Nc1ncccn1	11.1	-5.1	-5.4	-0.5	4.4	17.5	0.889	0.956	-1.6
COc1ccc(/C=C(\C#N)C(=O)N=CN(C)C)cc1	1.0	-3.6	-4.1	-2.0	8.5	-6.8	0.99	0.915	-2.0
C/C(=N/NC(=O)CNC(=O)c1cccnc1)c1ccccc1	-5.4	-0.8	-1.2	-2.3	-4.3	6.9	1.05	1.04	1.4
Cc1nn(C)c(Oc2cccc(Cl)c2)c1C(=O)O	0.2	-2.7	1.5	1.8	18.1	-7.0	0.998	0.819	-5.3
CCCCN1CC(C(=O)NC2CCCCC2)CC1=O (stereo not given)	1.5	-3.1	1.5	-0.6	-1.5	13.2	0.985	1.01	-0.4
O=C(COc1ccc(Cl)cc1Cl)NCCC1=CCCCC1	-2.0	-5.0	-2.0	-3.4	-9.0	20.8	1.02	1.09	-2.7
COc1ccc(S(=O)(=O)N(C)CC(=O)NC2CCCCC2)cc1OC	1.6	2.0	2.5	-0.6	4.6	6.9	0.984	0.954	4.0
O=C(CC1SC(=Nc2cccc3ccccc23)N(Cc2ccccn2)C1=O)Nc1ccccc1Br (stereo not given)	-10.1	2.0	-12.1	-1.6	-8.4	1.1	1.1	1.08	-0.2
O=C(COc1ccc(Cl)cc1Cl)NN1C(=O)C2C3C=CC(C3)C2C1=O (stereo not given)	3.2	2.7	0.9	-0.9	-17.5	5.9	0.968	1.18	2.7
CS(=O)(=O)N1N=C(c2ccco2)CC1c1ccccc1 (stereo not given)	-4.1	-3.9	-2.5	0.0	-8.0	2.2	1.04	1.08	0.8
Cc1onc(-c2c(F)cccc2Cl)c1C(=O)ONC(=O)c1ccccc1	1.0	-8.4	1.4	1.7	-17.5	2.1	0.99	1.18	-6.6
CCCCn1c(SCC(=O)N2CCC(C)CC2)nc2ccsc2c1=O	-3.8	-4.0	-0.2	-2.4	-22.3	15.0	1.04	1.22	-2.6
O=C(O)C1C2C=CC3(CN(Cc4ccncc4)C(=O)C13)O2 (stereo not given)	6.3	8.2	-3.5	-2.1	6.5	16.0	0.937	0.935	2.1
COCCn1c(SCC(=O)Nc2ccccc2)nnc1-c1ccoc1C	0.5	-11.6	-1.3	-1.0	7.6	3.5	0.995	0.924	-4.3
COc1cccc(OCCNc2cc(N3CCCCC3)ccc2[N+](=O)[O-])c1	17.7	0.9	1.2	0.7	4.9	14.6	0.823	0.951	1.1

An excerpt. The share of hits here may be higher or lower than overall.
